OX1R antag-1 = antagonists of human orexin 1 receptor (OX1R) | OX1R-expressing cells, FRET antagonist read-out | inhibition, % at 6.6 µM | 330,000 compounds, 1.8% hits | AID 485270; in the data active means inhibition mostly above about 38%, no sharp cut-off; inactive means mostly below about 40%;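 further: 0% = agonist challenge alone and 100% = reference antagonist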
Target sequence (O43613 whole entry, looked up): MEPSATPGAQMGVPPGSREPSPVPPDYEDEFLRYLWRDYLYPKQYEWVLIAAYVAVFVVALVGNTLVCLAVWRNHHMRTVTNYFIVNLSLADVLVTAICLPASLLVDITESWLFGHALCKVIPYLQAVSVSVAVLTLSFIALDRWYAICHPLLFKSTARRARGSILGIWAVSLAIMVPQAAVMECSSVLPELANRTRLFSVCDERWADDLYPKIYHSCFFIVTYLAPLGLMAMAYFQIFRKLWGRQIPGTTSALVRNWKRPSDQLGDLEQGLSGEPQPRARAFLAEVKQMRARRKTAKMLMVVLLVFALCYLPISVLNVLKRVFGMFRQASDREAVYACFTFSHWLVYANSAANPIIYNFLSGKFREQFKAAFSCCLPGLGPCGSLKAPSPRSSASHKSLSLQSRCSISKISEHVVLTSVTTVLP
OX1R antag-2 = blocks the human orexin 1 receptor; O43613; CHO/OX1R cells, Fluo-8 calcium fluorescence, orexin A; inhibition, % at 5 µM; 330,000 compounds, 0.43% hits; AID 434989;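 active means inhibition above its plate's threshold, mean inhibition of all tested compounds on the plate plus 3 SD, cut at about 37% in these data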;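 further: 0% = orexin A challenge wells and 100% = SB-334867-A antagonist wells; not every result past the cut was called active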
* marks the source's active call; other numbers are inactive results.

OX1R antag-1 | OX1R antag-2 | Molecule
12 | -25 | Cc1nnc2ccc(N3CCN(c4ccccn4)CC3)nn12
25 | -18 | COCCn1c(SCC(=O)NCC2CCCO2)nc2c(c1=O)SCC2 (centres undefined)
15 | -15 | CC(C)NC(=O)c1cccc2c1-c1ccccc1C2=O
10 | -8 | COc1ccc(CCNC(=O)CSc2nc3sc(C(=O)O)c(C)c3c(=O)[nH]2)cc1OC
10 | -22 | COC(=O)c1cc2occc2n1Cc1nc(-c2ccc(Cl)cc2)oc1C
19 | -15 | CC(C)(C)NC(=O)C1CN(S(=O)(=O)c2ccccc2)CCN1S(=O)(=O)c1ccccc1 (centres undefined)
31 | 35 | Cc1ccc(N=Cc2sc(O)c3ccccc23)cc1
15 | -25 | O=C(Nc1nc(-c2ccc(Cl)cc2)cs1)NC1CCCCC1
3 | 22 | CCNC(=O)C12CCC(C)(C(=O)O1)C2(C)C (centres undefined)
7 | -10 | CS(=O)(=O)N1Cc2ccccc2CC1C(=O)OCC(=O)NCCc1ccc(S(N)(=O)=O)cc1 (centres undefined)
17 | -10 | CCn1c(COc2cccc3ccccc23)nnc1SCC(=O)OC1CCCCC1
30 | 1 | COc1ccc(C(=O)N2CCC(C(=O)O)CC2)c2ccccc12
16 | -17 | Cc1cc(C(=O)Cn2nc(C(=O)O)c3ccccc3c2=O)c(C)n1-c1ccc(OC(F)F)cc1
0 | -29 | CN1CCN(CCCN(Cc2cccs2)C(=S)Nc2ccc(Cl)cc2)CC1
11 | -37 | O=C(c1cnccn1)N1CCN(S(=O)(=O)c2ccc3ccccc3c2)CC1
1 | -11 | CCCCCCCCNC(=O)c1cnccn1
29 | -30 | COc1ccc2c(c1)nc(SCC(=O)c1ccc(Br)s1)n2C
-3 | -19 | COc1ccc(C(=S)N(C)C)cc1OC
16 | -5 | O=C(CSc1ccc(Cl)cc1)NNC(=O)c1cccnc1
21 | -2 | CCCOc1ccc(-c2csc3ncn(Cc4ccc(C(=O)O)cc4)c(=O)c23)cc1
13 | -27 | COc1ccc(N(C(=O)CNS(=O)(=O)c2ccccc2)C(C(=O)NCc2ccco2)C(C)C)cc1 (centres undefined)
10 | -16 | COc1ccccc1CNC(=O)C1CCN(S(=O)(=O)c2ccc3c(c2)C(C)(C)C(=O)N3C)CC1
3 | -34 | O=C(NCCC1=CCCCC1)c1ccc(-n2cncn2)cc1
14 | -32 | CCCOc1ccc(C(=O)C(CN2CCOCC2)c2ccccc2)cc1 (centres undefined)

Sorted by the number under OX1R antag-2 (smallest number first): some entries from above
OX1R antag-1 | OX1R antag-2 | Molecule
29 | -30 | COc1ccc2c(c1)nc(SCC(=O)c1ccc(Br)s1)n2C
-3 | -19 | COc1ccc(C(=S)N(C)C)cc1OC
16 | -5 | O=C(CSc1ccc(Cl)cc1)NNC(=O)c1cccnc1

Next compounds
OX1R antag-1 | OX1R antag-2 | Molecule
6 | -47 | COc1ccccc1-c1sc2ccccc2c1C#Cc1ccc(N(C)C)cc1
11 | -20 | COc1cccc(NC(=S)N(CCc2nc3cc(C)c(C)cc3[nH]2)Cc2cccnc2)c1
17 | -27 | COc1cccc(C(=O)NC2CCCC2)c1
29 | -18 | O=C(CSc1nnc(Cn2nnc(-c3ccccc3)n2)n1-c1ccccc1)Nc1ccccc1
-3 | -4 | CCOc1ccc(NC(=O)CN(C)C(=O)CC2CCCC2)cc1OCC
14 | -22 | CC(C)(C)C(=O)NC(=S)Nc1ccccc1F
29 | 0 | Nc1nc(SCC(=O)Nc2ccc([N+](=O)[O-])cc2Br)n[nH]1
16 | 7 | Nc1ccccc1C#Cc1cnccn1
13 | -30 | Cc1nc2scc(C)n2c(=O)c1S(=O)(=O)N1CCN(c2ccccn2)CC1
18 | -1 | Cc1ccc(/C=N/NS(=O)(=O)c2ccccc2)o1
8 | -35 | Cc1cc(NCc2ccccn2)n2ncc(-c3ccc(Cl)cc3)c2n1
-3 | -9 | c1cc(C(c2nnnn2C2CCCCC2)N2CCN3CCCC3C2)ccn1 (centres undefined)
12 | 0 | O=C(NNC(=O)c1cccnc1Cl)c1ccc(F)cc1
38 | -45 | CCC(=O)Nc1sc(C(=O)Nc2ccccc2F)c(C)c1C(=O)OC
23 | -19 | CN(C)S(=O)(=O)N1CCN(c2ccc([N+](=O)[O-])c(N3CCCCC3)c2)CC1
18 | -26 | Cc1c(N)cc[n+](CC(=O)c2ccccc2)c1C
11 | -22 | Cc1ccc2oc(=O)c3cnn(CC(=O)N(CCCN4CCOCC4)Cc4ccco4)c3c2c1
19 | -12 | CC1C(C#N)=C(N)OC2=C1C(=O)CCC2 (centres undefined)
31 | -2 | CCCn1c(N)c(C(=O)CSc2nnc(Cc3ccccc3)o2)c(=O)n(C)c1=O
22 | -23 | CC(=O)Oc1cc2c3c(c1)/C(=C1/SC(=S)NC1=O)C(=O)N3C(C)(C)C=C2C
9 | -6 | O=C(CSc1nc2ccccc2[nH]1)N/N=C/c1ccncc1
26 | -13 | CCCC(=N)C1=C(O)CC(CC(C)SCC)CC1=O (centres undefined)
6 | -1 | O=C(COC(=O)c1cnccn1)Nc1ccccc1-c1ccccc1
10 | -19 | CCc1ccc(NC(=O)c2noc(C(C)C)c2[N+](=O)[O-])cc1
10 | -4 | COc1cc2[nH]c(=S)nc(NCCc3ccc(S(N)(=O)=O)cc3)c2cc1OC
3 | -12 | COc1nc(OC)nc(N2CCC(C(=O)NCC3CCCCC3)CC2)n1
28 | -13 | COc1ccccc1C/C(N)=N/OC(=O)COc1cccc(C)c1
10 | -23 | Cc1oc2ccc(O)c(CN3CCOCC3)c2c1C(=O)c1ccc(Cl)cc1
7 | -26 | COc1ccc(CCNC(=O)Cc2cccs2)cc1OC
2 | -14 | Cc1cc(Br)ccc1NC(=O)CN(C)C(=O)c1ccc(-n2cncn2)c([N+](=O)[O-])c1
8 | -10 | O=C(CCCn1c(=S)[nH]c2cc3c(cc2c1=O)OCO3)N1CCN(c2ccccc2F)CC1
37 | -29 | NC(=O)c1nsc(C(=O)N(c2ccc(Cl)cc2)C(C(=O)NCC2CCCO2)c2cccs2)c1N (centres undefined)
8 | -14 | COc1ccc(CCNC(=O)C(C)Sc2ccc(C)cc2)cc1OC (centres undefined)
8 | -36 | Cc1cc(C)cc(N(CC(=O)NCc2ccco2)C(=O)CCC(=O)Nc2nccs2)c1
3 | 8 | CC[N+](CC)(CC)CCOc1cccc(OCC[N+](CC)(CC)CC)c1OCC[N+](CC)(CC)CC
27 | -6 | COc1ccc(C(=O)SC2=NCCS2)cc1
17 | -7 | O=C(CNS(=O)(=O)c1cccc2nonc12)NCc1ccc(F)cc1
-7 | -24 | Cc1ccsc1C(=O)N1CCC(CO)(Cc2ccccc2)CC1
12 | -17 | Cc1ccc(OCCOC(=O)c2c(-c3ccccc3)noc2C)cc1
8 | -8 | O=C(COC(=O)c1ccc(O)cc1O)c1ccc(Cl)cc1
18 | -23 | CSc1ccc(Cl)c(C(=O)OCC(=O)Nc2ccccc2OC(F)F)c1
22 | -20 | CC(C)(C)OC(=O)CNC(=O)c1[nH]cnc1C(=O)N[C@@H](Cc1ccccc1)C(=O)OC(C)(C)C
28 | -19 | N#Cc1c(N(CCO)CCO)nc(N)c2c(N)nc3c(c12)CC(=O)N3CC1CCCO1 (centres undefined)
5 | -6 | O=C(c1ccco1)N1CCN(CC(=O)N2c3ccccc3CCc3ccccc32)CC1
1 | 0 | CCCNC(=O)Cc1ncn[nH]1
6 | 3 | COc1ccccc1C(=O)COC(=O)COc1ccc(C#N)cc1
10 | -53 | N#Cc1nc(-c2ccco2)oc1NCc1ccccc1Cl
8 | -11 | Cc1ccc(-n2c(-c3ccco3)nc3nc4ccccc4nc32)cc1F
22 | 5 | Cc1cc(C(=O)COC(=O)c2ccccc2O)c(C)n1Cc1cccs1
15 | -11 | CCn1cc(CCC(=O)NCc2ccccc2OC)c2ccccc21
3 | -14 | NNC(=O)C1CC(O)CN1S(=O)(=O)c1ccc2ccccc2c1 (centres undefined)
24 | -7 | COc1ccc2nc(NC(=O)C3CCN(S(=O)(=O)c4cccc5nsnc45)CC3)sc2c1
11 | -3 | O=C(NC1CCCCC1)c1cc([N+](=O)[O-])[nH]n1
14 | -25 | Cc1ccsc1C(=O)N1CCCC(CO)(Cc2ccccc2)C1 (centres undefined)
32 | -3 | O=C(COC(=O)c1cncc(Br)c1)NC1CCCC1
21 | -12 | Cc1[nH]n(-c2ccccc2)c(=O)c1/C=N\NC(=O)C1COc2ccccc2O1 (centres undefined)

Additional records:
OX1R antag-1 | OX1R antag-2 | Molecule
25 | -43 | Cc1cccc(C)c1NC(=O)CNC(=O)c1ccccc1OCc1ccccc1
44 | 0 | O=C(CS(=O)(=O)c1ccccc1)c1ccc2c(c1)OCCO2
-4 | 28 | CC(=O)Nc1ccc(S(=O)(=O)Nc2nc3ccccc3nc2Nc2ccc3ccccc3c2)cc1
60 | 2 | O=C(Nc1nccs1)c1ccc([N+](=O)[O-])cc1Cl
-2 | -25 | O/N=C(/CCc1ccccc1)c1ccc2c(c1)OCCO2
-2 | 2 | CC(=O)Nc1ccc(C(=O)COC(=O)c2nc3nc(C)cc(C)n3n2)cc1
18 | -15 | N#Cc1c(N)nc2c(c1-c1ccncc1)CCCC2
3 | -7 | Cc1cccc(NS(=O)(=O)c2ccc(C)c(C(=O)OCC(=O)Nc3cc(C)on3)c2)c1

Filtered by structure, the compounds so far containing bromine (4)
OX1R antag-1 | OX1R antag-2 | Molecule
29 | -30 | COc1ccc2c(c1)nc(SCC(=O)c1ccc(Br)s1)n2C
29 | 0 | Nc1nc(SCC(=O)Nc2ccc([N+](=O)[O-])cc2Br)n[nH]1
2 | -14 | Cc1cc(Br)ccc1NC(=O)CN(C)C(=O)c1ccc(-n2cncn2)c([N+](=O)[O-])c1
32 | -3 | O=C(COC(=O)c1cncc(Br)c1)NC1CCCC1

Remaining list, next part.
OX1R antag-1 | OX1R antag-2 | Molecule
2 | -10 | CC(C)(Oc1ccc(CCNC(=O)c2ccc(-c3ccccc3)o2)cc1)C(=O)O
10 | -21 | OCCSc1nc2ccccc2n1CCOc1ccccc1
13 | 4 | COc1ccc(OC)c(NC(=O)CCC(=O)Oc2ccc(C)cc2)c1
11 | 1 | COc1cccc(/C=C/C(=O)OCC(=O)c2ccc(C)c(C)c2)c1OC
27 | -3 | COc1cc(/C=N/N=C2/C(=O)Nc3ccccc32)cc(OC)c1O
2 | -13 | Cc1cccc(C)c1N1C(=O)CC(N2CCSCC2)C1=O (centres undefined)
12 | -3 | O=[N+]([O-])c1cccc2c3c([nH]c12)CCCC3
38 | -14 | CCn1nc(NS(=O)(=O)c2ccc([N+](=O)[O-])cc2)c2cc3cccc(C)c3nc21
13 | -3 | Cc1cc(C)c(S(=O)(=O)N2CCCCC2)c(C)c1-n1ncnn1
13 | -22 | CCN1C(N(C)CCc2cccs2)=N[C@@H](c2ccccc2)C(C(=O)OC)=C1C
4 | -17 | CCOC(=O)c1c(-c2ccccc2)oc2ccc(O)c(CN3CCOCC3)c12
19 | -31 | CCC(=O)N(Cc1cc2cc(OC)ccc2[nH]c1=O)c1cccc(C)c1
3 | -22 | CCOC(=O)Cn1nnnc1CN(Cc1ccc(OC)cc1)Cc1cc2cc(C)cc(C)c2[nH]c1=O
25 | -9 | Cc1[nH]c2ccccc2c1C(=O)COC(=O)c1c(-c2ccccc2)noc1C
10 | -9 | CC(C)(C)OC(=O)NCCCCCNC(=O)c1[nH]cnc1C(=O)Nc1ccccc1
0 | -12 | C/C(N)=C(/C#N)C(=O)CSc1nnnn1-c1ccc(C)cc1
11 | -19 | CC(C)NC(=S)NN(c1ccccc1)c1ccccc1
32 | -30 | Cc1ccc(/C=C/c2nc3ccccc3s2)s1
36 | -2 | COc1ccc(-c2cnnn2-c2ccc(NC(=O)/C=C/c3ccc(OC)c(OC)c3)cc2)cc1
14 | -33 | COc1ccc(N(C(=O)c2ccco2)S(=O)(=O)c2ccccc2)cc1
33 | 4 | O=C(O)Cn1cc(/C=C2\SC(=O)N(c3ccccc3)C2=O)c2ccccc21
13 | -8 | CC(NC(=O)COC(=O)CN1C(=O)c2ccccc2C1=O)c1ccccc1 (centres undefined)
74* | 22 | CCOC(=O)N1CCN(c2nc(-c3cccs3)nc3ccccc23)CC1
4 | -16 | COc1ccc(C(=O)N=c2sccn2C)cc1

With a hit mark in OX1R antag-1, of those listed so far:
OX1R antag-1 | OX1R antag-2 | Molecule
74* | 22 | CCOC(=O)N1CCN(c2nc(-c3cccs3)nc3ccccc23)CC1

Further records follow.
OX1R antag-1 | OX1R antag-2 | Molecule
10 | -7 | Cc1cccc(C)c1NC(=O)CSCc1cccc(CSCC(=O)Nc2c(C)cccc2C)n1
10 | -1 | COc1cccc(NC(=O)Nc2cccnc2)c1
34 | -26 | CCCCN(CC)C(=O)CSc1nc2n[nH]c(C)c2c(=N)n1-c1cccc(C)c1
12 | -28 | CCS(=O)(=O)Nc1cc(-c2nc3cccnc3s2)ccc1C
26 | -11 | [O-][N+]1=C2CCC/C(=N\O)C2=NC12CCCCC2
27 | -4 | Nc1c(C(=O)OCC2CCCO2)c2nc3ccccc3nc2n1-c1ccc2c(c1)OCCO2 (centres undefined)
7 | -26 | COc1ccccc1-n1cc(CN2CCN(CC(C)C)C(CCO)C2)cn1 (centres undefined)
14 | -19 | CCc1c(C)c2cc(Cl)c(O)c(CN3CCCCC3)c2oc1=O
9 | -6 | COc1ccc(OC(=O)NCCc2ccccc2)cc1
12 | -5 | CC(C)Oc1ccc(C2c3c(oc4ccccc4c3=O)C(=O)N2CCCN2CCOCC2)cc1 (centres undefined)
13 | 2 | CCC(C(=O)Nc1cccc(C(=O)O)c1C)c1ccccc1 (centres undefined)
11 | -1 | CNCCCOc1ccc(C)cc1Br
17 | -5 | CC(C)CC(c1nnnn1Cc1ccc(F)cc1)N1CCC(C(N)=O)CC1 (centres undefined)
41 | -9 | Cc1ccc(C(=O)N/C(=C/c2cccc([N+](=O)[O-])c2)C(=O)NCC2CCCO2)cc1 (centres undefined)
-2 | -10 | CCN(CC)CCNC(=O)c1ccc(NC(=O)C2CC(=O)N(CCc3ccc(OC)c(OC)c3)C2)cc1 (centres undefined)
